Source: PubChem BioAssay (several laboratories)
Mtb RmlCD inh: M. tuberculosis RmlC/RmlD coupled enzyme inhibitors, primary screen, biochemical, compound mixtures, 384-well, from 1536-well plates | inhibition, % at 3.6 µM | dTDP-4-dehydrorhamnose reductase (Mycobacterium tuberculosis (strain ATCC 25618 / H37Rv)) … | RmlC+RmlD coupled enzyme assay, percent inhibition; primary screen in compound mixtures | 160,000 tested, 0.03% active; in the data active = inhibition mostly above about 34%, no sharp cut-off; also: some results filed as inactive read as strong as hits
Target sequence (P9WH09 whole entry, looked up): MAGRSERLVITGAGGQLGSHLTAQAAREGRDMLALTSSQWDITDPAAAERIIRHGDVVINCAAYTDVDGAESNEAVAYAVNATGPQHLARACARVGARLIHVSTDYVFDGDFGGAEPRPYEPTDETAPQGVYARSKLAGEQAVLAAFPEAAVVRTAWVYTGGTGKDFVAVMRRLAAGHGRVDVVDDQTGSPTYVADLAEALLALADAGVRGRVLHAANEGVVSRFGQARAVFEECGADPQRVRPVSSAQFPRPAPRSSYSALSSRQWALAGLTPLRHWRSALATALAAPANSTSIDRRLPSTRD
Target sequence (P9WH11 whole entry, looked up): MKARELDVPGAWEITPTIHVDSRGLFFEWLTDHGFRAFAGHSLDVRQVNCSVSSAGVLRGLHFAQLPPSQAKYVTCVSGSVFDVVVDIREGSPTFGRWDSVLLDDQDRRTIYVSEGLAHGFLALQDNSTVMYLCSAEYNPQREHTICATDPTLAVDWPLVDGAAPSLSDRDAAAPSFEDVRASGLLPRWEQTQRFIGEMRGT
GlmU inhibition: inhibition of mycobacterial GlmU enzyme – biochemical, glucosamine-1-phosphate acetyltransferase (AID 1376) | 220,000 tested, 0.25% active | M. tuberculosis GlmU acetyltransferase enzyme assay; higher % means a stronger effect | Bifunctional protein GlmU (Mycobacterium tuberculosis (strain ATCC 25618 / H37Rv)) | inhibition, %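 (tested at 30 µM in the primary screen)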; hits with a dose series show IC50 in µM; in the data active = inhibition above about 13%;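 also: 0% = complete reaction with vehicle and 100% = reaction without substrate; strong numbers were not always called active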
Active calls of the source: *; . = not tested or not shown.

SMILES	Mtb RmlCD inh	GlmU inhibition
CC(C)CN1CCN(Cc2ccc(C#CC(C)(C)O)cc2)CC1CCO (stereo unspecified)	-14	0.3%
Cc1cc(C)n2cc(COc3ccccc3)nc2n1	-4	6.5%
COc1ccccc1N1CCN(C(=O)c2oc3cc(C)cc(C)c3c2C)CC1	.	-0.6%
Cc1c(O)c(S(=O)c2ccccc2)c(=O)n(-c2ccccc2)c1-c1ccccc1 (stereo unspecified)	-12	-5.5%
CNCc1ccccc1OCc1ccc(F)cc1	-9	-0.1%
CCCS(=O)(=O)N1CCC(C(=O)NCCCN(C)Cc2ccccc2)CC1	12	-0.4%
CCN(CC)c1nc(SCC(=O)O)nc(N(CC)CC)n1	10	3.6%
O=C(N/N=C\c1cc(Cl)ccc1O)c1ccc(S(=O)(=O)N2CCCCC2)cc1	6	0.4%
Cc1cccc(C(=O)c2c(N)sc3c2CCC(C)C3)c1 (stereo unspecified)	12	2.4%
Cc1cc(=O)[nH]c(SCc2cccc(F)c2)n1	8	5.5%
CCOc1ccc2nc(SCC(=O)N3CCCCCC3)c(C#N)cc2c1	.	2.4%
Nc1nc(-c2ccc(Cl)cc2)nnc1-c1ccc(Br)cc1	7	-2.0%
C/C(=N\NC(=O)c1cc(-c2ccncc2)nc2ccccc12)c1ccc(N2CCOCC2)cc1	3	-7.1%
O=C(NCc1cccnc1)NC1CCCCC1	3	1.9%
CCOC(=O)c1cnc(SC)nc1Sc1ccc(Cl)cc1Cl	.	-5.8%
CCOc1ccc(NC(=O)C(c2ccccn2)N(C(=O)CCl)c2ccc(OCC)cc2)cc1 (stereo unspecified)	-7	3.7%
O=c1c2cnn(-c3ccccc3Cl)c2ncn1Cc1cccnc1	13	1.7%
CS(=O)(=O)c1sc(C(=O)NC(=O)Nc2cccc(C(F)(F)F)c2)c2c1C=CCC2	4	1.4%
C=CCN1C(=O)C2C(C(=O)NC)C3C=CC2(O3)C1C(=O)NCc1ccc(OC)cc1 (stereo unspecified)	.	2.4%
Cc1ccc(CNC(=O)COc2ccc(S(=O)(=O)NC(C)C)cc2)cc1	10	2.3%
Cc1cccc(C)c1Nc1nnc(SCC(=O)c2ccc3c(c2)NC(=O)CO3)s1	-11	-1.8%
CNC(=O)Oc1ccc2c(c1)C(=O)c1ccccc1CO2	-11	0.1%
COc1ccccc1NS(=O)(=O)c1cc(NC(=O)c2[nH]c(C)c(C(C)=O)c2C)ccc1N1CCOCC1	.	-2.1%
CCCCNC(=O)c1c(CSc2ccccc2)noc1C(=O)NCc1ccccc1	3	4.4%
CCCCN1C(=O)NC2NC(=O)NC21 (stereo unspecified)	.	2.6%
Cc1ccc(-n2cnc3scc(-c4cccs4)c3c2=O)cc1	.	-5.7%
CN(C)c1ncc([N+](=O)[O-])cc1C(F)(F)F	.	3.1%
O=C(CC1Sc2ccccc2NC1=O)Nc1cccc(-c2nnc3n2CCCCC3)c1 (stereo unspecified)	18	14%*
CC(=O)N/N=C/c1cc2c(cc1[N+](=O)[O-])OCO2	-6	0.4%
CC[N+]1=C(C)C(C)(C)c2cc(C)ccc21	-2	0.5%
Cc1cc(O)ccc1-c1cnc2ccccc2n1	.	0.1%
COC(=O)NNC(=O)COc1ccc(Cl)cc1	7	0.1%
CC1=NNC(=O)C1Cc1ccc(F)cc1 (stereo unspecified)	7	3.2%
CCCc1nnc(NC(=O)CCC(=O)N2CCC3(CC2)OCCO3)s1	-2	1.2%
Cc1ccc(NC2CC(=O)N(c3ccc(N4CCCCC4)cc3)C2=O)cc1 (stereo unspecified)	8	-4.8%
O=C(Nc1cccc(-n2cnnn2)c1)c1ccco1	7	-0.7%
CCc1ccccc1S(=O)(=O)Cc1ccc(C(=O)N2CCN(c3ccccn3)CC2)o1	-5	6.1%
O=C(CN1C(=O)c2ccccc2S1(=O)=O)NCCC1=CCCCC1	-17	0.5%
Cc1ccc(CS(=O)(=O)Cc2ccc(C(=O)NCc3cccnc3)o2)cc1	.	-2.2%
COc1ccc(CCNc2nnc(Sc3nnnn3-c3ccccc3)s2)cc1OC	9	7.9%
CCCCn1c(SCc2ncc(-c3ccccc3)o2)nc2cc(S(N)(=O)=O)ccc21	7	0.2%
CCCOc1ccc(C(CC(=O)O)NC(=O)c2ccc3c(c2)OCO3)cc1 (stereo unspecified)	14	0.7%
Cc1cc(C)c[n+](C(C)C(=O)c2ccc(-c3ccccc3)cc2)c1 (stereo unspecified)	.	-1.1%
CCCCN(C)c1ccc([N+](=O)[O-])cc1	1	-0.3%
CSc1ccc(CNC(=O)c2c(C)noc2C)s1	9	1.0%
O=C(N/N=C/c1c(O)n(Cc2ccco2)c(=O)[nH]c1=O)c1ccccc1	-3	8.4%
Cc1ccc(C)c(OCC(O)CN2CCCCC2C)c1 (stereo unspecified)	10	-0.7%
CCOC(=O)N1CCN(C(=O)c2cc(-c3ccc(OCC)cc3)nc3ccccc23)CC1	14	1.5%
COCCNC(=O)c1cc(-c2cccs2)on1	-6	7.3%
COc1ccc(Cl)cc1NC(=S)NCc1cccnc1	-11	-2.0%
On1nnc2c3ccccc3c3ccccc3c21	5	-1.0%
C/C(=N\Nc1c([N+](=O)[O-])c(C)nn1C)c1ccc(F)cc1F	-7	-2.3%
Cn1c(Cc2cccc3ccccc23)nnc1SCC(=O)N1CCN(c2cccc(Cl)c2)CC1	19	2.5%
Cc1ccc(NC(=O)CN2c3cccc4cccc(c34)S2(=O)=O)cc1S(=O)(=O)N1CCOCC1	-8	3.5%
COc1ccc(C(F)(F)F)cc1N/C=C/c1nnnn1-c1ccc(C)cc1	6	2.4%
COc1cccc(-c2cc(C(F)(F)F)nc(N3CCCCC3)n2)c1	.	-3.0%
CC(C)Cn1c(N)c(C(=O)COC(=O)c2ccc3c(c2)OCCO3)c(=O)n(C)c1=O	-9	2.2%
CC(=O)c1c(C)n(CC(=O)NCc2ccc3c(c2)OCO3)c2ccccc12	3	-3.3%
O=[N+]([O-])c1ccc(Cl)c(/C=N/n2c(COc3ccccc3)n[nH]c2=S)c1	1	6.2%
CC(C)(C)C(=O)N(Cc1nc2ccccc2c(=O)[nH]1)Cc1cccs1	.	2.0%
The list goes on.
SMILES	Mtb RmlCD inh	GlmU inhibition
COc1ccc(NC(=O)CCCN(C)S(=O)(=O)c2ccc(C)cc2)cc1	-3	12%
Cc1ccc(-c2noc(CN3CCOCC3)n2)cc1	7	0.0%
CC1CCCN(C(=O)C2c3ccccc3C(=O)N3CCc4ccccc4C23)C1 (stereo unspecified)	.	0.1%
O=C(Nc1ccc2c(c1)OCO2)Nc1ccccn1	8	0.8%
CC(C)Oc1ccc(C(CC(=O)O)NC(=O)CSc2ncn[nH]2)cc1 (stereo unspecified)	.	-5.2%
CN(C)c1ccc(-c2nnn(CC(=O)NCc3ccc4c(c3)OCO4)n2)cc1	-7	-2.6%
CCN1CCN(c2cc(C)c3cc(NC(=O)c4ccc5c(c4)OCO5)ccc3n2)CC1	.	-0.2%
CC(C)(C)c1ccc(C(=O)N2CCC(C(=O)NCCC3=CCCCC3)CC2)cc1	-3	3.5%
Clc1ccc(CSC2=NCCCN2)cc1Cl	.	-5.9%
O=C(CCn1c(=O)sc2ccccc21)NCCCn1ccnc1	.	-6.4%
C=C(C)CSc1nnc2n(N)c(=O)c3ccccc3n12	-5	-5.0%
COCCCNc1oc(-c2ccccc2Cl)nc1C#N	4	-1.3%
Cc1c(C(=O)OCC(=O)N2c3ccccc3CC2C)oc2ccccc12 (stereo unspecified)	-11	0.9%
O=C(Nc1ccncc1)c1ccc2c(c1)C(=O)N(C1CCCCC1)C2=O	.	-6.2%
COc1ccccc1NC(=O)Cn1c(CN2CCCCC2)nc2ccccc2c1=O	11	0.5%
COc1ccnc(N2CCN(c3ccccc3)CC2)c1C#N	-6	-1.8%
O=C(NCc1nc2ccccc2[nH]1)C1=C[C@@H](C2CCCCC2)C[C@@H](OCc2ccc(CO)cc2)O1	.	-1.1%
COC(=O)c1cccc(NC(=O)c2ccccc2)c1	-3	6.2%
CSc1ccc(CN(C)CC(=O)Nc2c(F)cccc2F)cc1	14	-2.1%
COc1ccc([C@H]2[C@H](C(=O)C(C)(C)C)N3N=Cc4ccccc4C3C23C(=O)OC(C)(C)OC3=O)cc1 (stereo partly specified)	-11	4.4%
Cc1ccc(N2CC(C(=O)OCc3ccccc3F)CC2=O)cc1 (stereo unspecified)	11	2.0%
CCSc1c(C(=O)NC)ccc2c1C(=O)c1ccccc1C2=O	52	0.5%
CC(C)(C)c1ccc(CN(Cc2ccccc2)C(c2ccccn2)c2nnnn2C(C)(C)C)cc1 (stereo unspecified)	.	4.3%
S=C1NCN(Cc2ccco2)CN1	-10	0.9%
O=C(COC(=O)C1CC2C=CC1C2)Nc1ccccc1 (stereo unspecified)	.	2.7%
CCN(CC)C(=O)c1cn(CC)c(=O)c2cc(OC)c(OC)cc12	2	-4.3%
O=c1oc(-c2cccs2)nc2sc3c(c12)CCCC3	9	1.4%
c1ccc(-c2nnc(SCc3cn4ccsc4n3)o2)cc1	.	-3.1%
Cn1c(=O)c2c(nc(CN3CCc4ccccc4C3)n2Cc2cccc(Cl)c2)n(C)c1=O	0	0.9%
CCOC(=O)c1c(CCl)nc2ccccc2c1C	-11	-3.4%
COc1ccc(Nc2oc(-c3ccccc3)nc2C#N)cc1	2	-0.2%
Cc1ccc(/C(C#N)=C\c2cn(C)c3ccccc23)cc1	5	18%
CCOC(=O)Nc1ccc(C(=O)NCC2CCCO2)cc1 (stereo unspecified)	5	.
COc1ccc(Nc2nc(=O)[nH]nc2C)cc1	-1	-5.4%
COc1ccc(CNC(=O)c2nnn(Cc3ccc(OC)cc3)c2N)cc1	7	3.1%
O=c1nc2s/c(=C\c3ccco3)c(=O)n2nc1Cc1ccccc1	5	2.3%
CC(C)(C)C1CCC(=NNC(=S)Nc2cccnc2)CC1 (stereo unspecified)	-12	-1.3%
Cc1nc2sc(C(c3cccs3)N3CCOCC3)c(O)n2n1 (stereo unspecified)	-7	3.6%
CC(C)(C)C(=O)Nc1cc(S(=O)(=O)Nc2ccc(Cl)cc2)ccc1O	.	-1.8%
COc1ccc(-c2cc(C(=O)NCCN3CCOCC3)c3ccccc3n2)cc1	-7	0.1%
O=C(CCC1CCCN(C(=O)c2ccsc2)C1)N1CCN(c2ccccn2)CC1 (stereo unspecified)	.	1.0%
Cc1ccccc1-n1c(=O)c2ccccc2n2c(=O)[nH]nc12	.	-2.8%
CCOC(=O)C1=C(C)OC(N)=C(C(=O)OCC)C12C(=O)Nc1ccc(Br)cc12 (stereo unspecified)	.	1.3%
CCN1C[C@@]2(COC)C3[C@@H](OC)[C@H]4[C@@H]1[C@@]3(C1C[C@H]3[C@H](OC(C)=O)C1[C@]4(OC(C)=O)C[C@H]3OC)[C@@H](OC)C[C@H]2OC(C)=O (stereo partly specified)	.	-2.0%
CC1CC2(C)Oc3ccccc3C3OCC1(CO)C(C)C32 (stereo unspecified)	-15	-1.1%
CC(C)Cc1nnc(NC(=O)CCC(=O)Nc2ccccc2F)s1	.	-7.9%
O=C(Nc1cccc(F)c1)c1cc(S(=O)(=O)N2CCC3(CC2)OCCO3)ccc1F	4	-0.1%
O=C(/C=C/c1ccc2ccccc2n1)c1cc(Br)ccc1O	-2	2.2%
CCCC(=O)OCC(=O)NC1CCCc2ccccc21 (stereo unspecified)	-7	0.1%
Nc1ccc(CCNc2ncnc3c2ncn3[C@@H]2O[C@H](CO)[C@@H](O)[C@H]2O)cc1	.	-1.6%
CCO[C@@H]1OC(C(=O)NC2CC2)=C[C@H](c2c[nH]c3ccccc23)[C@H]1CCCO	.	-4.8%
C=CCN1C(=O)C(Cc2ccc(C)cc2)S/C1=N/N=C/c1ccco1 (stereo unspecified)	.	6.2%
N#Cc1ccc(NC(=O)CNc2cc(S(=O)(=O)N3CCOCC3)ccc2NCC2CCCO2)cc1 (stereo unspecified)	-8	-3.9%

An excerpt. The share of hits here may be higher or lower than overall.
